dFosB act: mouse delta FosB homodimer activation | activation, % at 25 µM | P13346 | actives 0.99% (n = 340,000) | purified delta FosB, TAMRA-CDK5 oligo fluorescence polarization; percent of positive-control signal above neutral wells;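 active = mean activation above about 17%, with every replicate also reaching it, limit read from the data, passing the limit was not always enough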;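 note: fluorescence polarization rise as delta FosB binds a TAMRA Cdk5 AP-1 oligo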
Target sequence (P13346 whole entry, looked up): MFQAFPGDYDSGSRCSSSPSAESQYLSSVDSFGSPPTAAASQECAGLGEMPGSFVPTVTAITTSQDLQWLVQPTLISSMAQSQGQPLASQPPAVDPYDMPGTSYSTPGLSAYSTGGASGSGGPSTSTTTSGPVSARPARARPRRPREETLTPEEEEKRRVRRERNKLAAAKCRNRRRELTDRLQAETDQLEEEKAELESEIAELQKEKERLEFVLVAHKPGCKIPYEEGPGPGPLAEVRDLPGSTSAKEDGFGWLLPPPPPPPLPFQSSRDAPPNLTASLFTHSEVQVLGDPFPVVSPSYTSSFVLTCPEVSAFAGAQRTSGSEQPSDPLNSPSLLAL
CAL PDZ FP-1: inhibitors of human CAL PDZ peptide binding; actives 0.02% (n = 330,000); AID 504414; inhibition, % at 20 µM; Q9HD26; purified CAL PDZ, TMR-peptide fluorescence polarization, 1 h;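 active = highest replicate inhibition of at least 40%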;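 note: plate controls were DMSO neutral control wells for no effect and unlabeled competitor peptide control wells for full effect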
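System: purified tagged CAL PDZ domain construct (CerCALP). Schedule: 1 h incubation at room temperature before polarization reading. Medium: 25 mM sodium phosphate pH 7.4, 150 mM NaCl, TCEP, IgG, Thesit. Read-out: percent inhibition from loss of millipolarization. Measured by: FP readout, S and P plane fluorescence. Probe or stimulus: fluorescent TMR peptide probe.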
Rtt109 Vps75: C. albicans Rtt109 histone acetyltransferase inhibition; AID 540336; Q5AAJ8; purified Rtt109/Vps75, ThioGlo CoA-SH fluorescence, 4 h; inhibition, % at 34.9 µM; actives 0.16% (n = 330,000);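 active = inhibition of at least 50% in every replicate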
MITF TRPM1 HTS: activators of MITF-driven TRPM1 promoter activity in SK-MEL-5 cells; SK-MEL-5 TRPM1-promoter luciferase, 24 h; % of positive control, neutral wells = 0; activation, % at 12.5 µM; actives 0.75% (n = 300,000);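 active = mean activation of at least 80% with every replicate also reaching 80%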;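 note: 0% = neutral control wells and 100% = parthenolide positive control wells; values of inactives mirror those of a sister screen read the other way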
Wnt bcat act: activators of Wnt/beta-catenin signaling | Wnt/beta-catenin reporter cell assay, activator, plate reader | activation, % at 9.35 µM | actives 1.2% (n = 300,000) | AID 743398; in the data active = activation above about 30%, passing the limit was not always enough;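 note: 0% = neutral control wells and 100% = positive control wells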
Tat transport: blocks Tat-dependent protein export in E. coli; AID 488895; E. coli MC4100 TorA-mCherry Tat export, fluorescence; inhibition, % at 10 µM; actives 0.036% (n = 340,000);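 active = mean replicate inhibition at least 50% and at least half of replicates individually reaching 50%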;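 note: exported cargo escapes ClpAP degradation while cytoplasmic cargo is degraded and loses fluorescence; 0% = median of neutral control wells and 100% = median of NaSCN control wells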
V-ATPase pH: regulators of yeast V-ATPase proton transport. AID 504577. response, % at 10 µM. S. cerevisiae, pHLuorin cytosolic pH fluorescence. actives 0.37% (n = 350,000); in the data active = response mostly above about 7.3%, no sharp cut-off; inactive = mostly below about 5.4%; note: actives read high; inactives centre near 0; some compounds called inactive have numbers as strong as hits; reference of the scale not given here
CDK5 inh: blocks human CDK5/p35 kinase activity | Recombinant CDK5/p35, ADP-Glo luminescence, 60 min | inhibition, % at 10 µM | actives 0.01% (n = 330,000) | AID 488839;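 active = highest replicate inhibition of at least 50% and at least 75% of replicates reaching 50%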;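 note: plate controls were DMSO neutral control for no effect and GW8510 at 10 µM for full effect; many of its hits are not listed in these tables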
Target sequence (Q00535 whole entry, looked up): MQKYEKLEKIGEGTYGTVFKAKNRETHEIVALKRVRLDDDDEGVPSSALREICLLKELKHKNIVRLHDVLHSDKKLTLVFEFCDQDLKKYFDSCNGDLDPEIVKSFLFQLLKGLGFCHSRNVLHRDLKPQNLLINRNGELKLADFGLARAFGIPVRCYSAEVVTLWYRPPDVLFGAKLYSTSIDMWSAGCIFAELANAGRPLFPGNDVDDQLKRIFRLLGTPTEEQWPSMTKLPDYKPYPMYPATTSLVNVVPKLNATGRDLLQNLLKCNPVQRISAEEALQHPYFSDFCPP
Target sequence (Q15078 whole entry, looked up): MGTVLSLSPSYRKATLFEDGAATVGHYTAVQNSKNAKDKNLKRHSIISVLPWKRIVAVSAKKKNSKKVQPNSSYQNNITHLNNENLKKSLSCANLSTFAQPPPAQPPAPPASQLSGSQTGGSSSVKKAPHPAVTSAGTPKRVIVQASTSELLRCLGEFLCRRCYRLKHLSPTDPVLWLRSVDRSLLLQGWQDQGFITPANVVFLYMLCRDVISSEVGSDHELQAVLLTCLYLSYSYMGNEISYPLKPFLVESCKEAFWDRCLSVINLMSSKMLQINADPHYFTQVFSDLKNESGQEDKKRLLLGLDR
RTF Ca sens act: increases calcium sensitivity of human cardiac regulated thin filaments | P19429+P45379 | IANBD-labeled TnC RTF fluorescence at EC20 calcium; 0% EC20 calcium, 100% full calcium | activation, % at 7.2 µM | actives 0.24% (n = 340,000) | AID 493008;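 active = activation above the mean over all tested compounds plus 3 SD, cut at about 30% in these data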;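 note: rise in fluorescence read as greater calcium sensitivity of cardiac thin filaments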
CAL PDZ FP-2: blocks peptide binding to the human CAL PDZ domain | AID 602252 | Q9HD26 | purified CAL PDZ, TMR-peptide fluorescence polarization, 1 h | actives 0.92% (n = 300,000) | inhibition, % at 24.9 µM;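 active = mean inhibition of at least 30% with at least half of replicates also reaching 30%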;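 note: 0% = DMSO neutral control and 100% = excess unlabeled competitor peptide PRC23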
Starred values were filed as active, the others as inactive; . = no result given.

SMILES	dFosB act	CAL PDZ FP-1	Rtt109 Vps75	MITF TRPM1 HTS	Wnt bcat act	Tat transport	V-ATPase pH	CDK5 inh	RTF Ca sens act	CAL PDZ FP-2
COc1cc(/C=N/Nc2ncnc3sc4c(c23)CCC4)ccc1O	9.4	0.1	10.1	11.5	0.6	3.0	5.3	-0.2	-0.4	-2.1
Nc1ncn([C@@H]2O[C@H](CO)[C@@H](O)[C@H]2O)c(=O)n1	-7.7	-0.1	-1.0	-77.1	-11.4	-1.8	-4.2	-0.2	12.6	-1.2
O=C(NC1CCCCC1)C1CCCN1C(=O)NCc1ccccc1 (configuration not stated)	-3.2	-0.1	-19.1	8.0	-2.6	1.7	1.1	-1.3	-1.0	-0.8
CC(C)(C)c1ccc(C(=O)c2c[nH]c(C(=O)NCCCN3CCOCC3)c2)cc1	-7.4	-0.4	0.1	8.8	0.1	-0.2	-4.6	0.8	-0.8	-0.6
Cc1c(NS(=O)(=O)c2cc(C(=O)O)ccc2Cl)c(=O)n(-c2ccccc2)n1C	-5.2	-4.3	-0.8	4.7	1.1	0.8	-1.3	-2.6	3.0	-1.1
Brc1cccc(CN2CCCCCCC2)c1	6.3	-3.0	8.0	-1.6	.	3.6	0.5	0.6	5.7	0.4
COc1cc(C#Cc2ccc3cc(CCCO)oc(=O)c3c2)cc(OC)c1	-7.5	-1.5	-2.0	8.4	-6.0	-0.8	0.7	-0.3	-2.3	-3.6
S=C(NCC1CCCO1)N1CCc2ccccc2C1 (configuration not stated)	2.6	-2.9	-7.5	1.9	3.0	-5.8	3.4	-3.8	1.6	-2.0
C=CCc1cccc2cc(C(=O)N3CCN(C(=O)c4ccccc4)CC3)c(=O)oc12	-3.2	-2.5	-3.0	.	-2.0	0.2	0.5	-2.5	-1.3	23.9
Cc1cc(N2CCN(c3cccc(C(F)(F)F)c3)CC2)n2ncnc2n1	-1.2	-1.0	-2.2	-5.4	-3.6	-7.3	2.6	-0.2	0.6	-4.6
COc1ccc(S(=O)(=O)N2CCCC(C(=O)NC3CC3)C2)cc1Cl (configuration not stated)	1.1	-0.2	4.7	-14.8	-1.4	-5.9	-4.2	-0.1	-4.5	.
O=C(c1ccc(Cl)c(Cl)c1)N1CCN(c2ccccn2)CC1	0.4	-1.2	0.2	.	-0.8	1.6	0.4	0.2	-3.8	-1.6
O=C(CSc1n[nH]c(-c2ccccc2)n1)NC1CCCCC1	0.7	-2.1	-6.6	0.9	3.6	-2.1	-0.3	-0.3	-3.0	-1.7
Cc1ccc(NC(=O)c2c(-c3c(F)cccc3Cl)noc2C)cc1F	-5.9	-0.6	-16.3	14.6	-4.2	-7.1	2.8	-1.1	-2.0	-1.5
C=C(C)COc1ccc(-c2[nH]ncc2Oc2ccccc2OC)c(O)c1	-17.5	-0.9	-1.3	-0.4	-4.7	8.8	-0.3	-6.6	4.4	-1.3
Cc1ccc(-c2noc(CCC(=O)N3CCCC3)n2)cc1	-1.4	-0.4	-14.6	31.1	-1.5	-9.0	-1.1	0.8	0.3	-4.8
COc1ccc(OCCC(=O)OCC(=O)NC2CCCCC2)cc1	-2.0	-0.7	4.7	3.8	-5.1	-3.2	-1.1	-0.1	6.2	.
CCOC(=O)c1cnc(SC)nc1Sc1ccccc1	6.9	-1.2	-9.8	-2.2	.	6.3	3.2	-0.5	-4.8	-1.5
CC(=O)Nc1ccc(C=NN=C2c3ccccc3-c3ccccc32)cc1	-15.3	0.7	2.7	0.1	-1.0	-0.6	-6.5	1.1	-2.2	-2.3
Cc1nn(Cc2ccccc2)c2c1C(c1cccc(Cl)c1)C(C#N)=C(N)O2 (configuration not stated)	5.3	0.5	18.5	-13.5	.	-2.1	1.2	-1.5	2.5	-4.2
CC(=O)Nc1ccc(C(=O)N(C)C(C(=O)Nc2ccccc2)c2ccccn2)cc1 (configuration not stated)	-1.1	-2.1	-6.1	-11.6	0.2	-7.5	3.0	-7.5	13.2	-2.1
O=C(c1ccccc1)N1CCN(Cc2cccc(Oc3ccccc3)c2)CC1	-1.4	-3.8	.	0.0	-5.5	1.8	5.8	-1.8	-0.5	3.4
CCOC(=O)N/N=C(/C)c1cccc(-n2cnnn2)c1	-1.4	-0.5	-2.3	2.9	-2.0	-9.6	-1.9	0.1	1.9	6.1
CC(C)NS(=O)(=O)c1ccc(OCC(=O)NCc2ccccc2)cc1	-3.1	-0.4	1.0	-7.7	.	0.1	0.2	0.6	4.6	-3.8
FC(F)(F)c1ccc(CN2CCCCCC2)cc1	5.0	-0.5	-0.9	-4.3	1.6	-5.5	-2.0	2.8	1.6	7.7
O=C(NCCCn1ccnc1)c1ccc(Cl)c(Cl)c1	-6.6	0.6	0.2	.	-0.1	3.1	0.5	-0.5	-2.0	4.4
O=C(Cc1cccs1)NCCc1ccc(Cl)cc1	-2.0	-4.3	-1.1	8.8	1.1	-1.2	8.0	-1.3	3.6	0.0
Cc1ccc(NC(=O)N2CCCC2C(=O)Nc2nnc(C(C)C)s2)cc1 (configuration not stated)	-2.1	-2.9	9.5	7.1	1.5	-0.8	-1.9	-0.9	-1.5	-0.9
CC(=O)NC1(C(=O)O)CCCC1	3.1	0.1	-0.5	-5.1	2.8	-1.0	2.7	-1.0	2.5	5.0
COc1ccc2[nH]c(=O)c(CN(Cc3cccnc3)S(=O)(=O)c3ccccc3F)cc2c1	-8.7	-2.6	1.4	20.1	1.7	0.1	4.9	-0.5	1.0	-0.8

Three structures already listed, arranged by molar mass, falling:
SMILES	dFosB act	CAL PDZ FP-1	Rtt109 Vps75	MITF TRPM1 HTS	Wnt bcat act	Tat transport	V-ATPase pH	CDK5 inh	RTF Ca sens act	CAL PDZ FP-2
Cc1c(NS(=O)(=O)c2cc(C(=O)O)ccc2Cl)c(=O)n(-c2ccccc2)n1C	-5.2	-4.3	-0.8	4.7	1.1	0.8	-1.3	-2.6	3.0	-1.1
CC(=O)Nc1ccc(C=NN=C2c3ccccc3-c3ccccc32)cc1	-15.3	0.7	2.7	0.1	-1.0	-0.6	-6.5	1.1	-2.2	-2.3
CCOC(=O)c1cnc(SC)nc1Sc1ccccc1	6.9	-1.2	-9.8	-2.2	.	6.3	3.2	-0.5	-4.8	-1.5

(more compounds)
SMILES	dFosB act	CAL PDZ FP-1	Rtt109 Vps75	MITF TRPM1 HTS	Wnt bcat act	Tat transport	V-ATPase pH	CDK5 inh	RTF Ca sens act	CAL PDZ FP-2
Cc1ccc(NC(=O)CS(=O)CC(=O)Nc2ccccc2-c2ccc(C)o2)cc1 (configuration not stated)	4.0	-1.5	-9.9	-15.5	0.5	-6.6	3.5	1.2	1.1	-1.2
CCOc1cc(CNCC(C)C)c(Cl)cc1OCC(=O)Nc1ccccc1	-10.8	-2.7	-1.2	10.1	0.1	0.6	-3.7	3.3	10.9	.
Cc1ccc(S(=O)(=O)/N=S(\C)CC2CC2(Cl)Cl)cc1 (configuration not stated)	2.2	-1.4	-15.5	-7.2	.	-4.9	3.0	1.2	-8.6	.
CCc1nnc(NC(=O)CSc2nnc3c4ccccc4n(C)c3n2)s1	-2.4	-0.2	0.4	-10.9	.	-3.7	-4.5	-0.6	2.8	-7.1
CN(C)CCCN1C(=O)CSC1c1ccc([N+](=O)[O-])cc1 (configuration not stated)	4.6	-2.3	2.4	-1.9	1.6	-4.1	-1.8	3.6	-1.7	-1.7
O=C(Nc1nc(-c2ccc(Cl)cc2)cs1)C1=COCCO1	-13.1	-3.4	8.5	98.6*	-2.1	7.8	3.6	0.2	0.1	-0.6
Oc1ccc(N2CCN(c3nc(-c4cccs4)nc4ccccc34)CC2)cc1	-16.8	-1.4	-0.8	6.7	12.7	4.5	-1.9	-1.5	-0.8	-4.3
CCN(CC)c1ncc(C)c(=O)[nH]1	-0.7	-0.8	10.8	7.8	.	5.8	-2.4	1.4	-2.8	.
CN(C)c1cccc(C(=O)N2CCCC(CCC(=O)N3CCN(c4ccccn4)CC3)C2)c1 (configuration not stated)	-13.3	1.2	6.0	-2.0	2.1	-5.8	2.2	0.6	-7.2	1.1
COc1ccc(C(=O)NCCS(=O)(=O)NCc2ccc(F)cc2)cc1	2.8	-1.0	-6.1	2.0	-1.3	-4.0	1.0	0.0	-1.9	-2.7
CCOC(=O)c1ccc(-c2c(-c3ccc4c(c3)OCO4)noc2C)cc1F	-2.0	-2.8	-12.4	-9.7	2.8	6.9	-7.0	0.5	17.0	-2.4
O=C(CCc1ccco1)CCc1ccco1	-5.2	0.5	-1.9	5.3	-2.6	0.6	-2.8	1.2	0.2	-2.2
Cn1cccc1-c1cc(C(=O)O)[nH]n1	6.6	-0.3	6.5	.	-4.5	1.4	8.7	-1.0	3.6	41.0*
CCn1nc(C)c(NC(=O)/C=C/c2ccc(OC)c(COc3ccc(Br)cc3)c2)c1C	13.3	0.7	-2.0	-14.1	-5.2	8.1	1.8	0.9	3.7	-7.2
COc1ccc(-c2[nH]ncc2CN2CCC(c3ccncc3)CC2)cc1F	-10.1	-0.9	0.0	8.7	4.2	-0.1	1.9	-0.3	-1.4	-0.2
O=C(O)c1oc2ccccc2c1CSc1ccc(Cl)cc1	-5.2	-3.3	4.8	0.4	-1.9	26.7	-1.5	-1.1	-9.5	.
Cc1cccc(NC(=O)CN(CC2CCCO2)C(=O)c2cc(S(=O)(=O)N(C)C)ccc2F)c1C (configuration not stated)	-2.6	0.3	0.5	5.6	-3.3	-8.1	-0.5	-2.3	-2.0	-7.5
C#CCCOC(=O)N1C2=NC(C(=O)OC)=C(C(=O)OC)[C@@H]3Nc4ccccc4[C@]23C[C@H]1C(=O)OC	-10.4	-1.7	-0.5	1.6	-3.0	-6.3	-3.6	2.2	-2.8	0.2
COc1ccc(N2C(=O)CC2(C#N)c2ccc(OCc3ccccc3)cc2)cc1 (configuration not stated)	-3.7	-2.2	7.0	-3.2	-0.9	2.3	-0.3	-2.7	2.8	.
COc1ccc(N2CCN(C(=O)COC(=O)COc3ccc(C#N)cc3)CC2)cc1	-7.4	0.3	1.6	3.9	29.0	5.6	-4.5	0.2	4.4	.
C=CCSc1nc2sc(-c3ccccc3)cc2c(=O)n1N	-2.7	-0.4	-9.9	2.7	.	3.6	-0.3	1.6	0.7	2.4
CC(C)N1CC(COc2ccc(Br)cc2)OC1=O (configuration not stated)	-6.2	-0.3	1.2	19.8	-1.2	3.1	-1.8	1.8	-10.3	-2.5
c1ccc(CN2CCN(C(c3ccccc3)c3nnnn3Cc3ccccc3)CC2)cc1 (configuration not stated)	-6.4	-2.2	14.4	-7.3	.	5.2	0.1	-3.1	-8.8	-1.3
CN1c2ccccc2C(C)(C)C12C=Nc1c(cc(N3CCOCC3)c3ccccc13)O2 (configuration not stated)	-8.4	-2.0	-5.3	-13.0	3.4	1.4	-2.3	-0.2	-1.4	0.0
CC(=O)c1cccc(S(=O)(=O)N2CCC(C(=O)O)CC2)c1	0.7	-0.2	58.3*	4.1	-1.0	2.4	-1.5	0.3	2.4	-3.2
CC(=O)Nc1ccc(CCc2nc3ccccc3[nH]2)cc1	-3.2	-1.1	4.7	.	1.3	9.7	6.5	-0.4	-5.6	-0.8
O=C(c1cccc(NS(=O)(=O)c2cccc(F)c2)c1)N1CCN(c2ccccc2)CC1	-9.0	0.1	7.5	-0.7	1.1	0.1	1.8	-2.5	7.9	.

Assay outcomes deposited in PubChem by several laboratories.

Outcome played no part in choosing rows (roughly 4.1% active in at least one column).
